KDM5B inhibitor: KDM5B demethylase inhibition. 2.6% of 220,000 active. Potency, µM (titrated, usually from 57.7 µM), for inactives: at the top dose activity change, negative = inhibition, hits mostly inhibitors. Q9UGL1. KDM5B demethylase, FDH-coupled NADH fluorescence (FDH is formaldehyde dehydrogenase); active means well fitted inhibition curve with a large enough effect; inconclusive means small, poorly fitted or top-dose-only effect; inactive means no such curve, though single readings can be large or run the other way; further: 0% is about no effect; nearly all actives have a fitted effect of over 70% in size
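Inhibition is measured as reduced NADH fluorescence generation from FDH coupling to formaldehyde release. Truncated KDM5BΔAP at 200 nM final acts on H3K4me3 peptide (12.5 µM in substrate mix) in pH 7.5 HEPES buffer with Tween-20, 30 min, room temperature.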
* hit, by the source's call; i = inactive; ? = inconclusive; & = joins results of further samples; [ ] = dose if it differs, or a comment. Potency means the concentration at half of the fitted maximal effect.

The opening 6 compounds, to show the layout:
SMILES	KDM5B inhibitor
CCCC/C(=N\NC(C)=O)c1ccccc1	-5%
COc1ccc(CCNC(=O)C(=O)NCC(c2ccco2)S(=O)(=O)c2cccs2)cc1OC (stereo not given)	4%
Cc1cc2oc(C(=O)Nc3c(C)n(C)n(-c4ccccc4)c3=O)c(C)c2cc1C	-1%
CCOc1ccc(C2c3cc(OCC)c(OCC)cc3CC(=O)N2c2ccc(C(=O)O)cc2)cc1OCC (stereo not given)	-30%
O=C(Nc1cccc2[nH]ccc12)C(=O)N1CCCCC1	8%
CCOC(=O)/C(=N/Nc1ccc(OC)cc1)N1CCCc2ccccc21	-24%

Main list, from the start:
SMILES	KDM5B inhibitor
CCCC/C(=N\NC(C)=O)c1ccccc1	-5%
COc1ccc(CCNC(=O)C(=O)NCC(c2ccco2)S(=O)(=O)c2cccs2)cc1OC (stereo not given)	4%
Cc1cc2oc(C(=O)Nc3c(C)n(C)n(-c4ccccc4)c3=O)c(C)c2cc1C	-1%
CCOc1ccc(C2c3cc(OCC)c(OCC)cc3CC(=O)N2c2ccc(C(=O)O)cc2)cc1OCC (stereo not given)	-30%
O=C(Nc1cccc2[nH]ccc12)C(=O)N1CCCCC1	8%
CCOC(=O)/C(=N/Nc1ccc(OC)cc1)N1CCCc2ccccc21	-24%
Cc1oc(-c2ccccc2)nc1C(=O)Nc1ccccc1F	-5%
CC1=NS(=O)(=O)N(C)C=C1C(=O)OCc1nc(-c2ccc(C(F)(F)F)cc2)no1	-21%
O=C(c1nc(-c2cccc3[nH]ccc23)no1)N1CCCC1	19%
O=C(c1ccc(F)c(Cl)c1)N1CCN(C(=O)c2nnn3c2COC(c2ccccc2)C3)CC1 (stereo not given)	11%
COc1cc(C#N)ccc1OCc1cccc(C#N)c1	14%
Cc1nnc(SCC(=O)Nc2nncs2)n1C(C)C	?
CN(CC1CCOCC1)C(=O)Nc1cc(F)cc(F)c1	4%
c1cc(CN2CC(Oc3ccc4c(c3)OCO4)C2)cs1	13%[149 µM]
O=C(NCc1ccc(-n2cccn2)nc1)c1cccc(NC(=O)c2ccco2)c1	15%
Cc1ccc2cc(C(=O)N3CCC(N4CCCCC4)CC3)[nH]c2c1	-6%
CCCCN1CC(c2nc3ccccc3n2CCCCOc2ccc(C)cc2C)CC1=O (stereo not given)	?
N#Cc1ccc(Cl)cc1N=C/C(Br)=C/c1ccccc1	?
N#C/C(=C\c1cccc(Br)c1)c1nc2ccccc2o1	-14%
COc1cccc(-c2ccc(CN3C4CCC3CN(C(=O)c3ccncc3)C4)cc2)c1	-1%[115 µM]
COc1ccc2c(c1)c1c(c(=O)n(-c3ccc(C)cc3)c(=O)n1CC(=O)N1CCCC1)n2C	?
CC(=O)c1cccc(C#Cc2ccccc2)c1	-26%
Cc1cc(C)c2c(=O)n(CC(=O)NC3CCCC3)sc2n1	?
COC(=O)c1[nH]c(C)c(/C(O)=C2\C(=O)C(=O)N(CCCn3ccnc3)C2c2cccnc2)c1C (stereo not given)	-5%
CCc1cccc(NC(=O)CSc2nc3ccccc3nc2N2CCCCC2)c1	9%&0%
The results go on:
SMILES	KDM5B inhibitor
O=C(NCc1n[nH]c(=O)c2ccccc12)c1ccc(Cl)cc1Cl	7%
Cc1nn2c(c1-c1ccccc1-c1ccccc1)N(C(=O)c1cnccn1)CCC2	-23%[86.2 µM]
O=C(Nc1ccccc1F)c1ncoc1-c1cccc(Cl)c1	11%
CCn1cc(C(=O)NC(C)CCc2ccccc2)c(=O)c2cc(S(=O)(=O)N(C)C)ccc21 (stereo not given)	-4%
CCc1ccc(S(=O)(=O)N2CCN(c3ccc(Cl)c(Cl)c3)CC2)cc1	-28%
Cc1ccc(N2CC(C(=O)Nc3c4c(nn3C(C)(C)C)CS(=O)(=O)C4)CC2=O)cc1C (stereo not given)	25%
COc1ccc(-c2ccc3nnc(CNC(=O)Cc4cccc(OC)c4)n3n2)cc1	25µM*
Cc1cc(C)c2c(=O)cc(CSCC(=O)Nc3ccccc3Cl)[nH]c2c1	-1%
Fc1ccc(C2Cn3nnc(-c4nc(-c5ccncc5)no4)c3CO2)cc1 (stereo not given)	-11%
O=C(NC1CC1)C1CCCN(c2ncnc3nc[nH]c23)C1 (stereo not given)	-13%
Cc1cc(=O)n(Cc2ccccc2)c2ccccc12	8%
CCn1nccc1C(=O)NCCc1ncc(C)n1C1CC1	-19%
COc1cccc(CN2Cc3cc(NC(=O)c4ccccc4)ccc3OC(C)C2=O)c1OC (stereo not given)	-4%
CCCOC(=O)c1ccc(Oc2c(C)oc3cc(OC)ccc3c2=O)cc1	-6%
O=C(NCc1ccc(F)cc1)C1COC2(CCCCC2)N1C(=O)c1cccc(F)c1 (stereo not given)	6%
CCCNC(=O)NC(=O)CN(C)C1CCCCC1	13%
COc1ccc(OC)c(CNC(=O)c2noc(-c3ccc(C)cc3)n2)c1	2%
CN1CCC(C(=O)NCc2c[nH]c3ncccc23)CC1	-19%[86.2 µM]
CC1CC(O)C(C)(C)N(C)C1 (stereo not given)	19%
O=C(NCc1ccccc1)N1CCCC(c2noc(COc3ccccc3F)n2)C1 (stereo not given)	-20%
COc1ccc2c(COC(=O)CNS(=O)(=O)c3ccc(C)c(C)c3)cc(=O)oc2c1	?
Nc1cc(N2CC[C@@H](N3CCN(CCc4ccccc4)CC3)[C@H](O)C2)nc(N)n1	4.5µM*
O=C1C(N2CCN(S(=O)(=O)c3cccs3)CC2)CCN1Cc1ccccn1 (stereo not given)	-11%
C/C(=N\O)c1ccc(Cl)cc1Cl	9%
CCOc1nc(NC(=O)NS(=O)(=O)Oc2ccccc2Cl)nc(-c2ccccc2)n1	?
Following part
SMILES	KDM5B inhibitor
N#CCCN1CCC(c2ccccc2)C1 (stereo not given)	-16%
CC(C)CCNC(=O)c1cc(=O)[nH]c2ccc(S(=O)(=O)Nc3ccc(F)cc3)cc12	-12%
O=C(NC[C@H]1CCc2ccccc2O1)C1CCN(C(=O)C2CC2)CC1	3%
COC(=O)/C=C1/SC(=NC(=O)c2ccc(Cl)cc2)NC1=O	?
C[C@H]1[C@@H]2[C@@H](O)C([C@H](C)C(=O)NCc3cccnc3)CC[C@@]2(C)CC[C@@H]1NC(=O)c1ccccn1 (stereo not given in full)	25%
Nc1nc2c(nc(N3CCCCC3)n2[C@@H]2O[C@H](CO)[C@@H](O)[C@H]2O)c(=O)[nH]1	12%
Cc1cccc(NC(=O)/C(C#N)=C/c2cc(C(C)(C)C)c(O)c(C(C)(C)C)c2)c1C	8%
Cc1nc(-c2c3n(c(=O)n(Cc4ccc(F)c(F)c4)c2=O)CCCC3)no1	22%
Clc1cccc(N2CCN(c3nc4ccccc4c4nc(-c5cccnc5)nn34)CC2)c1	25%
O=C(NCc1ccccc1)NCC1CCCN(Cc2ccccn2)C1 (stereo not given)	-9%
N#Cc1cccc(/C=C2/CCOc3ccc(Br)cc3C2=O)c1	29%
CC(C)c1ccc(N/C=C/C(=O)c2ccc(Br)cc2)cc1	5%
CN(Cc1ccc(-c2ccccc2)cc1)Cc1cccc(OC(F)(F)F)c1	-8%
Cc1nc(CS(=O)(=O)c2ccccn2)sc1C(=O)NNC(=O)c1ccc(Cl)cc1	5%
COc1cc(/C=N/N(C)C2=NS(=O)(=O)c3ccccc32)cc(OC)c1OC	i
Cc1ccc(Cl)cc1-n1ncc2c(NCCc3ccccc3)ncnc21	-17%
CCOc1ccccc1Oc1coc2cc(OCc3cc(C)ccc3C)ccc2c1=O	-8%
COCCNc1ncccc1-c1cc(-c2ccccc2)nc2c(C)noc12	32µM*
CC(C)N1C(=O)C2(CCCCC2)C1C(=O)NCc1cc(F)cc(F)c1 (stereo not given)	-12%
CCOC(=O)c1[nH]c2c(c1Cc1ccccc1OC)C(=O)CC(c1ccccc1)C2 (stereo not given)	?
COc1ccc(-n2nc(C3CCCN(C(=O)c4ccc(Cl)nc4)C3)[nH]c2=O)cc1 (stereo not given)	-13%
CSc1nc2sc3c(c2c(=O)n1-c1ccc(C)c(Cl)c1)CCN(C(C)=O)C3	?
Cn1cnc2c1c(=O)n(CC(=O)N1CCC1)c(=O)n2C	10%
N#Cc1ccc(COc2ccccc2C(=O)Nc2ccccc2)cc1	-11%
CCOC(=O)CS(=O)(=O)c1nc(-c2ccc(F)cc2)cc(C(F)(F)F)n1	?

Shown in markdown: 3 of the compounds above
| SMILES | KDM5B inhibitor |
| --- | --- |
| Nc1nc2c(nc(N3CCCCC3)n2[C@@H]2O[C@H](CO)[C@@H](O)[C@H]2O)c(=O)[nH]1 | 12% |
| Cc1nc(-c2c3n(c(=O)n(Cc4ccc(F)c(F)c4)c2=O)CCCC3)no1 | 22% |
| CSc1nc2sc3c(c2c(=O)n1-c1ccc(C)c(Cl)c1)CCN(C(C)=O)C3 | ? |

Next section
SMILES	KDM5B inhibitor
O=C(CN1C(=O)C2(SCC(=O)N2c2ccc(F)cc2)c2ccccc21)NCCc1ccccc1 (stereo not given)	-2%
COc1ccc(C(=O)Oc2ccccc2Cl)cc1I	18%
CCOC(=O)N1CCN(Cc2nc(-c3cccs3)no2)CC1	19%
O=C(O)c1cc(O)ccc1NC(=O)c1cccc2ccccc12	-5%
O=C(Cc1ccc(O)cc1)N1CC(CNc2ccccc2)C2(C1)CN(c1ccccc1)C2 (stereo not given)	?
O=C(c1cc2ccccc2oc1=O)N1CCC2(CCCN(Cc3ccccc3F)C2)C1 (stereo not given)	?
O=C(c1nc2sccn2c1Br)N1CCN(c2ncccn2)CC1	?
O=C(NC1CCCCC1)C1c2ccccc2C(=O)N(Cc2ccccc2)C12CCCC2 (stereo not given)	-1%
CC(C)(C)CNC(=O)c1nc[nH]c1C(=O)N1CCCC1	6%
CCN1CC(C)C(=O)CC1C (stereo not given)	-18%
O=C(CCCc1ccccc1)NC1CCN(c2cc(-c3ccccc3)[nH]n2)CC1	-28%
CCN(CC)CCCNC(=O)C1CCN(c2ncnc3nc[nH]c23)CC1	-1%
Cn1c(=O)oc2cc(NC(=O)CCc3cc4n(n3)CCCNC4)ccc21	-28%
CCC(C)NC(=O)C(NC(=O)c1cccs1)C1CCN(S(=O)(=O)c2ccc(OC)cc2)CC1 (stereo not given)	-8%
CCCCn1c(=O)[nH]c(=O)c2[nH]c(-c3ccc(C#N)cc3)nc21	-186%
Cc1cccc(C)c1NC(=O)COC(=O)COc1ccc2c(C)cc(=O)oc2c1	-24%
CN(C)S(=O)(=O)c1ccc(C(=O)N2CCCc3ccccc32)cc1	19%
CCn1c(SCC(=O)Nc2ccc(F)cc2C)nnc1C(C)NC(=O)c1ccco1 (stereo not given)	-12%
CNC(=O)c1ccc(CN(c2nc3ccccc3o2)C2CC2)cc1	12%
COC(=O)C1=CN(CC(=O)Nc2cccc(OC)c2)S(=O)(=O)N=C1C	-9%
CC(C)N1CCOC[C@H]1c1ncc(-c2ccc(OC(F)(F)F)cc2)[nH]1	-4%[86.2 µM]
COc1ccc(-c2noc(CNC(=O)COc3cc(C)cc(C)c3C)n2)cc1	-10%
CSc1ccc(C(C)NC(=O)Cc2ccccc2C)cc1 (stereo not given)	14%
Cc1cnc(C(=O)OCc2ccc(Cl)cc2)cn1	16%
Cc1ccc(C)c(OCC(=O)c2ccc3c(c2)N(C(C)C(=O)NCC2CCCO2)C(=O)CO3)c1 (stereo not given)	-1%
(next part)
SMILES	KDM5B inhibitor
Cc1ccc2c(CSc3nnc4ccccn34)cc(=O)oc2c1C	6%
CC(C)Cn1cc(NC(=O)NCc2ccccc2Cl)c2ccccc2c1=O	?
COc1ccc(C(=O)OCCN(C)C2CN(Cc3cn(Cc4cccc(F)c4)nn3)S(=O)(=O)C2)cc1OC (stereo not given)	14%
O=C1[C@@H]2C[C@@H](CN2Cc2ccc3ccccc3n2)Oc2ccccc2N1Cc1ccccc1	?
CN(C1CCCCC1)S(=O)(=O)N1CCN(C(=O)Cc2ccc(Cl)cc2Cl)CC1	4%
Cc1onc(-c2c(F)cccc2Cl)c1C(=O)ONC(=O)c1ccco1	?
CC1=C(C(=O)Nc2ccccc2)C(c2ccccc2F)N=C(Nc2nc3ccccc3o2)N1 (stereo not given)	-10%
CCc1cccc(NC(=O)CSc2nnc(-c3cc4occc4n3C)n2-c2ccccc2C)c1	-28%
CCCCc1nc2ccccc2n2c(-c3ccc(OC)cc3)c3c(=O)n(C)c(=O)n(C)c3c12	?
Cc1nn(-c2cccc(Br)c2)c(C)c1[C@@H]1C=C[C@@H](NC(=O)c2cccs2)C1	9%
COc1ccc(-c2nnc3sc(-c4ccccc4C)nn23)cc1OC	0%
CCOC(=O)c1ccc(-c2ccc(/C=C/C(=O)c3ccccc3)o2)cc1	?
CNC(=O)NC(=O)COC(=O)c1cc(-c2ccco2)nc2ccccc12	?
O=C(NC(NC(=O)c1ccccc1)c1ccc(Cl)cc1)c1ccccc1	23%
O=C(Nc1cccc(C(F)(F)F)c1)c1cccc(NC(=O)c2cc(=O)c3ccccc3o2)c1	-7%
Cc1nn(-c2ccc(=O)[nH]n2)c2c1C(c1ccc(-c3ccc(F)cc3)o1)CC(=O)N2 (stereo not given)	?
c1cc(-c2ccc3c(c2)OCCCO3)n2nc(C3CCC3)nc2n1	16µM*
O=C(NCc1ccc(F)cc1)c1nn(-c2ccccc2)c2c1CCC2	9%
COc1cccc(NC(=O)CCC(=O)N2Cc3ccccc3Oc3ncccc32)c1	-10%
O=C(CSc1ncc(CO)n1Cc1ccc(F)cc1)NCc1ccco1	19%&-12%

A different layout for some results above.
KDM5B inhibitor	smiles
-10%	CC1=C(C(=O)Nc2ccccc2)C(c2ccccc2F)N=C(Nc2nc3ccccc3o2)N1 (stereo not given)
14%	COc1ccc(C(=O)OCCN(C)C2CN(Cc3cn(Cc4cccc(F)c4)nn3)S(=O)(=O)C2)cc1OC (stereo not given)
?	CNC(=O)NC(=O)COC(=O)c1cc(-c2ccco2)nc2ccccc12
?	CCOC(=O)c1ccc(-c2ccc(/C=C/C(=O)c3ccccc3)o2)cc1
23%	O=C(NC(NC(=O)c1ccccc1)c1ccc(Cl)cc1)c1ccccc1
6%	Cc1ccc2c(CSc3nnc4ccccn34)cc(=O)oc2c1C
0%	COc1ccc(-c2nnc3sc(-c4ccccc4C)nn23)cc1OC

Screening data (PubChem BioAssay)

A portion of the library; rates above refer to the full screens.
